From PubChem BioAssay
PKA-R2B act – activators of human PKA-R2B complex | P22694+P31323 | AID 504700 | PKA-R2B holoenzyme dissociation, Cy5-IP20 fluorescence polarization; R2B truncated from residue 108, S112A mutant; 0% DMSO only, 100% 113 µM cGMP | activation, % at 11.4 µM | hit rate 0.079% among 340,000;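 active = activation above a cutoff set at the mean over all compounds plus 3 SD, cut at about 18% in these data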;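 also: higher means more holoenzyme dissociation and a rise in polarization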
Target sequence (P31323 whole entry, looked up, other chains not shown, the tested form may be a part): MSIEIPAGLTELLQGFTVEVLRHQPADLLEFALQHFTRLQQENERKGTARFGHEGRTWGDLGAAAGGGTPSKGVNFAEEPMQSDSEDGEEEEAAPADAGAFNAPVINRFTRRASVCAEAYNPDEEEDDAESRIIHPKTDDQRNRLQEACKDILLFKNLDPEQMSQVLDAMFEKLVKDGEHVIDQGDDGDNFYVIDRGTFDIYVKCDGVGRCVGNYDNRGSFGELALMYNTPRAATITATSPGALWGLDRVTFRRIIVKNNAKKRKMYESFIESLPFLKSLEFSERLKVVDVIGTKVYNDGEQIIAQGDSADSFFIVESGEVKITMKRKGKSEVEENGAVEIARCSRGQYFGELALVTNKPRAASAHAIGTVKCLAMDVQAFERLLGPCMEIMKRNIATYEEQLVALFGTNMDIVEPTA
DAGLB inhibitor – blocks human DAGLB lipase activity | Q8NCG7 | HEK293T DAGLB membrane lysate, EnzChek fluorogenic substrate | inhibition, % at 5.17 µM | hit rate 0.059% among 340,000 | AID 504411; in the data active = inhibition above about 34%;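 also: 0% = enzyme with vehicle and 100% = wells lacking enzyme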
SR-BI DiI-HDL act – activators of SR-BI mediated HDL lipid uptake; hit rate 0.096% among 320,000; activation, % at 12.5 µM; CHO ldlA[mSR-BI] cells, DiI-HDL uptake fluorescence, 3 h; 100 = double the neutral-control signal;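 active = mean replicate activation of at least 60% and every replicate at or above 60%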;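 also: 0% = median plate neutral-control signal and 100% = twice that signal; values of inactives mirror those of a sister screen read the other way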
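system = CHO ldlA[mSR-BI] cells, LDL receptor-null, SR-BI overexpressing | medium = Ham's F12 with 0.5% BSA, HEPES 25 mM, pH 7.4 | probe or stimulus = DiI-HDL 10 µg/mL | compound dosing = single-point compound dose | incubation = compound exposure 3 h, 37 °C | technique = DiI fluorescence, bottom read | read-out = cell-associated DiI fluorescence as measure of HDL uptake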
Cardiac RTF inh – cardiac RTF calcium desensitization. P19429+P45379. IANBD-labeled cardiac RTF, Ca2+ fluorescence. inhibition, % at 7.15 µM. hit rate 0.12% among 340,000. AID 493244;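 active = inhibition above the mean inhibition of all tested compounds plus 3 SD, cut at about 17% in these data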;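 also: assay run at fixed EC70 calcium of 1.6 mM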
CAL PDZ FP-1 – blocks peptide binding to the human CAL PDZ domain. Q9HD26. purified CAL PDZ, TMR-peptide fluorescence polarization, 1 h. inhibition, % at 24.9 µM. hit rate 0.92% among 300,000. AID 602252;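 active = mean inhibition of at least 30% with at least half of replicates also reaching 30%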;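 also: 0% = DMSO neutral control and 100% = excess unlabeled competitor peptide PRC23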
CAL PDZ FP-2 – blocks peptide binding to human CAL PDZ domain; Q9HD26; purified CAL PDZ, TMR-peptide fluorescence polarization, 1 h; inhibition, % at 20 µM; hit rate 0.02% among 330,000; AID 504414;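 active = highest replicate inhibition of at least 40%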;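 also: plate controls were DMSO neutral control wells for no effect and unlabeled competitor peptide control wells for full effect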
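Test system: tagged CAL PDZ domain / Buffer or medium: sodium phosphate/NaCl buffer pH 7.4 with TCEP, IgG, Thesit / Reagent: TMR-labelled reporter peptide T*-PRC34 bound in PDZ groove / Compound dosing: single point, 20 µM / Schedule: 1 h incubation at room temperature before polarization reading / Technique: fluorescence polarization (mP) / Benchmarks: unlabelled peptide, DMSO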
Rtt109 HAT inh – blocks Candida albicans Rtt109/Vps75 acetyltransferase activity | Q5AAJ8 | purified Rtt109/Vps75, ThioGlo CoA-SH fluorescence, 4 h | inhibition, % at 34.9 µM | hit rate 0.16% among 330,000 | AID 540336;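 active = inhibition of at least 50% in every replicate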
Target sequence (Q5AAJ8 whole entry, looked up): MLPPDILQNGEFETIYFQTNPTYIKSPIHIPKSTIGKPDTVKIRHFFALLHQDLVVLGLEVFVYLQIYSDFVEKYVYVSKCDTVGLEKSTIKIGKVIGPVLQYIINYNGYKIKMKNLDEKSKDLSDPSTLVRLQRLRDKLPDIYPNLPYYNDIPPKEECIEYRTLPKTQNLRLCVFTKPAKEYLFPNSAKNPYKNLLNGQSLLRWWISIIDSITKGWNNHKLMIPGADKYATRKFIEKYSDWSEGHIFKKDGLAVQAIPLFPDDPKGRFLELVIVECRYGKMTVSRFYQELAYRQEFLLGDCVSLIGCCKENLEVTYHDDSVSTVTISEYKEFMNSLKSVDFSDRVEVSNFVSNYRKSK
Keap1-Nrf2 PPI – inhibitors of human Keap1-Nrf2 protein-protein interaction. Q14145. Keap1 Kelch-Nrf2 peptide fluorescence polarization, 1536-well. inhibition, % at 9.4 µM. hit rate 0.15% among 340,000. AID 504523; in the data active = inhibition above about 12%;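 also: human Keap1 Kelch domain with fluorescein labeled Nrf2 9mer peptide probe; 0% = neutral control wells and 100% = peptide positive control; higher means more block of Keap1 binding to Nrf2 peptide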
C-LANA FP – inhibitors of KSHV LANA C-terminal domain DNA binding; MBP-C-LANA/FAM-LBS DNA binding, fluorescence polarization; inhibition, % at 9 µM; hit rate 0.078% among 340,000;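 active = highest replicate inhibition at or above 60% at 9 µM, even if other replicates fall short; inactive = all replicates below 60% inhibition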;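 also: 0% = neutral control wells and 100% = 4 µM acridine orange control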
cardiac RTF act – cardiac RTF calcium sensitization. activation, % at 7.2 µM. P19429+P45379. hit rate 0.24% among 340,000. IANBD-labeled TnC RTF fluorescence at EC20 calcium; 0% EC20 calcium, 100% full calcium. AID 493008;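 active = activation above the mean over all tested compounds plus 3 SD, cut at about 30% in these data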;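 also: rise in fluorescence read as greater calcium sensitivity of cardiac thin filaments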
Active calls of the source: *; nt = no result given.

Abbreviations: A = PKA-R2B act; B = DAGLB inhibitor; C = SR-BI DiI-HDL act; D = Cardiac RTF inh; E = CAL PDZ FP-1; F = CAL PDZ FP-2; G = Rtt109 HAT inh; H = Keap1-Nrf2 PPI; I = C-LANA FP; J = cardiac RTF act
Cc1ccc2c(nc3s/c(=C/c4cccs4)c(=O)n32)c1C
  A = 5	B = -3	C = 26	D = 3	E = -4	F = 0.8	G = 17	H = -14	I = -0.8	J = -1
O=C(O)c1ccc(-n2nncc2-c2ccccc2)cc1
  A = -9	B = 4	C = 16	D = 2	E = 1	F = -1.3	G = 1	H = -3	I = 1.7	J = -4
O=C(NCCc1ccccc1)c1ccc(NC2=NC3CS(=O)(=O)CC3S2)cc1 (stereo unspecified)
  A = -4	B = 1	C = 86*	D = -10	E = -2	F = -0.8	G = -7	H = -4	I = 1.4	J = 1
CCCN1C(=O)/C(=C/c2ccc(C)s2)SC1=Nc1ccc(OC)cc1
  A = -4	B = -3	C = nt	D = 8	E = -2	F = -0.6	G = -12	H = -8	I = 3.3	J = 6
Cc1c(C(=O)NCc2ccco2)oc2ccccc12
  A = 1	B = -1	C = nt	D = 1	E = -16	F = -2.3	G = 2	H = 4	I = 1.1	J = -2
Cn1nccc1C(=O)OCC(=O)Nc1nc(-c2ccccc2)cs1
  A = 5	B = 3	C = -16	D = -6	E = nt	F = -1.1	G = 4	H = -3	I = 0.2	J = 0
Cc1ccc(C(C[N+](=O)[O-])c2c(C)cc3ccccn23)cc1 (stereo unspecified)
  A = -8	B = 0	C = -9	D = -28	E = -2	F = -1.6	G = 2	H = -6	I = 1.1	J = -6
O=C(Cc1ncc(C(F)(F)F)cc1Cl)N1CCN(c2ccc(F)cc2)CC1
  A = -7	B = -2	C = -1	D = -9	E = 0	F = -0.7	G = 10	H = -1	I = -0.1	J = -2
Nc1cc(-c2ccccc2)nn1Cc1ccccc1
  A = 3	B = -1	C = -1	D = -12	E = -3	F = 0.3	G = -1	H = -6	I = 0.3	J = 7
O=C(COC(=O)c1cnccn1)Nc1cc(S(=O)(=O)N2CCOCC2)ccc1Cl
  A = -4	B = -2	C = 3	D = -2	E = 4	F = -0.3	G = 3	H = 6	I = -0.3	J = -6
O=C(CSc1nc2ncccc2[nH]1)c1cccc([N+](=O)[O-])c1
  A = -8	B = 3	C = -12	D = -1	E = -4	F = -0.2	G = -1	H = -2	I = -1.5	J = 2
O=C(CSc1nnc(CNC(=O)c2ccccc2)o1)Nc1ccc2c(c1)OCCO2
  A = 2	B = 3	C = nt	D = 5	E = -1	F = -1.3	G = -5	H = -3	I = -0.7	J = 0
Cc1ccccc1OCC(=O)N1CCCCCCC1
  A = -4	B = 0	C = 7	D = -9	E = -1	F = -0.6	G = 1	H = 3	I = -2.6	J = -6
CCOc1ccc(OCCCC(=O)ON=C(N)c2ccccc2C)cc1
  A = -9	B = -17	C = 9	D = -7	E = -2	F = -2.3	G = -2	H = -2	I = -0.9	J = 2
CN(C)c1cc(-c2ccc(Cl)cc2Cl)oc(=O)c1Cl
  A = -1	B = -1	C = -17	D = -1	E = nt	F = -0.5	G = -5	H = -1	I = -0.7	J = -9
Cc1ccc(C(=O)N2CCOCC2)cc1Cl
  A = -14	B = 2	C = 12	D = -11	E = -3	F = -1.3	G = -7	H = 3	I = 0.2	J = -2
CCCC(=O)Nc1ccc2nc(SCC(=O)N3CCCC3)sc2c1
  A = -5	B = 3	C = -28	D = 0	E = -2	F = -2.1	G = 1	H = -3	I = 1.4	J = 13
Cc1ccc(C(=O)N/C(=C\c2ccco2)C(=O)NCCN2CCOCC2)cc1C
  A = 3	B = 1	C = 15	D = -4	E = -2	F = -1.2	G = -6	H = 2	I = 0.5	J = 1
CC(/C=C1\SC(=S)N(NC(=O)c2ccncc2)C1=O)=C\c1ccccc1
  A = -1	B = 9	C = -11	D = -2	E = -6	F = -1.1	G = -1	H = 1	I = -0.9	J = -5
Cc1cc(NC(=O)c2ccccc2)no1
  A = 10	B = -1	C = 31	D = -1	E = -8	F = nt	G = -2	H = 9	I = 2.7	J = -1
CCOC(=O)C1(Cc2cccc(OC)c2)CCCN(Cc2cc(C(C)C)n[nH]2)C1 (stereo unspecified)
  A = -2	B = -3	C = 10	D = -3	E = -1	F = 0.4	G = -1	H = -6	I = -0.2	J = -3
CCN(CC)CCC(=O)N1c2ccccc2CCc2ccc(NC(=O)OC(C)C)cc21
  A = 6	B = -2	C = 3	D = -11	E = -4	F = nt	G = 1	H = -4	I = -0.5	J = -1
CCN(CC(=O)NCc1ccc(Cl)cc1)C(=O)CSc1ccc(Br)cc1
  A = 1	B = 1	C = -35	D = 1	E = -2	F = -2.9	G = 25	H = -1	I = -1.9	J = -5
COc1ccc(CCNC(=S)Nc2cc(C)ccc2C)cc1
  A = 0	B = -3	C = -6	D = -4	E = -2	F = -0.6	G = -2	H = 1	I = 0.4	J = 2
CCOC(=O)N1CCN(C(=O)CCNS(=O)(=O)c2cc(Br)cnc2N)CC1
  A = 1	B = 1	C = -5	D = -6	E = -2	F = -1.8	G = -4	H = -7	I = 1.1	J = 4
CC1CCN(C(=O)CSc2nc3c(c(=O)n(C)c(=O)n3C)n2C)CC1
  A = 2	B = -1	C = nt	D = -2	E = 8	F = -0.6	G = -8	H = 3	I = 0.1	J = -7
COc1ccccc1NC(=O)CN1CCN(CC(=O)Nc2ccc3c(c2)OCO3)CC1
  A = -1	B = 3	C = -18	D = -2	E = -9	F = 0.9	G = 0	H = 3	I = 1.1	J = -3
CCOc1ccc(NC(=O)c2cn(CC(C)C)c(=O)c3c2c2ccccc2n3C)cc1
  A = 8	B = -2	C = -41	D = -2	E = 2	F = 0.3	G = -3	H = 0	I = 1.2	J = -15
Cn1c(SCC(=O)NC2CCCCC2)nnc1-c1cccnc1
  A = 2	B = -3	C = nt	D = -2	E = -2	F = -2.6	G = 54*	H = -4	I = -0.3	J = -3
CC(=O)N1CCN(C(=O)C2(NC(=O)Nc3cccc(F)c3)CCCCC2)CC1
  A = -7	B = -3	C = nt	D = -2	E = nt	F = -0.7	G = -11	H = -2	I = -0.3	J = -1
CCC(=O)Nc1ccccc1C(=O)N1CCN(Cc2ccccc2)CC1
  A = -11	B = -1	C = 4	D = 1	E = -3	F = 0.8	G = 3	H = -2	I = 2.7	J = -5
C=CCN(CC=C)Cc1c(C)[nH]c2c(C)c(C)ccc2c1=O
  A = -3	B = 0	C = 15	D = 0	E = 1	F = -1.2	G = -3	H = -5	I = -0.9	J = 5
CC(C)NCCCOc1ccc(C(C)(C)c2ccccc2)cc1
  A = 4	B = 0	C = 8	D = -2	E = 0	F = -2.8	G = 19	H = -3	I = -0.3	J = 0
COc1cc(C(=O)NCc2ccncc2)cc(Br)c1OCc1ccccc1
  A = 5	B = -3	C = -13	D = -12	E = -3	F = -1.1	G = 16	H = -3	I = 1.4	J = -10
CCn1c(=O)c(C(=O)NCCN2CCCCC2)c(O)c2ccccc21
  A = 4	B = -5	C = -46	D = -8	E = 4	F = nt	G = 19	H = 0	I = 15	J = -11
COc1cc(C)ccc1OCC(=O)NC1CCCCCC1
  A = -13	B = -1	C = 7	D = -3	E = nt	F = -1.2	G = 1	H = -2	I = -1.5	J = 3
CCc1ccc(OCC(=O)Nc2cccc3c2CCCC3)cc1
  A = 3	B = -24	C = 39	D = 3	E = -2	F = -1.4	G = nt	H = 2	I = -0.3	J = 0
COc1ccc(C(=O)Nc2nnc(S(=O)(=O)Cc3ccccc3)s2)cc1
  A = -7	B = 1	C = -1	D = 6	E = 0	F = -0.9	G = -4	H = 0	I = -1.5	J = 2
CC(NC(=O)c1ccc(Br)s1)c1ccncc1 (stereo unspecified)
  A = -12	B = 0	C = 31	D = -2	E = 1	F = -1.1	G = 1	H = -4	I = 0.6	J = 1
CC1CCN(c2nc(Cl)nc(Nc3ccc([N+](=O)[O-])cc3)n2)CC1
  A = -4	B = -4	C = 10	D = -6	E = -1	F = -2.4	G = 2	H = -2	I = -0.1	J = 2
COc1ccc(CC(=O)OCCN(C)C)cc1
  A = 3	B = 0	C = 14	D = -4	E = 2	F = -2.1	G = -14	H = -2	I = 0.0	J = 7
Cc1cccc(NC(=O)Cn2c(O)c(N=NC(=O)c3ccncc3)c3ccccc32)c1
  A = -8	B = 2	C = -2	D = 10	E = 0	F = 0.9	G = 5	H = 4	I = -1.5	J = -2
COc1ccccc1NC(=O)c1ccccc1C(=O)O
  A = -5	B = -2	C = 19	D = -2	E = 4	F = -0.1	G = -9	H = -4	I = -0.2	J = -3
CCCCCCSc1cccc(-c2nc3cc(C)ccn3c2NCc2ccccc2)c1
  A = 5	B = -5	C = -42	D = -3	E = 0	F = -1.0	G = 11	H = 1	I = 1.2	J = -4
COc1ccc(C(=O)NC(=S)N2CCOCC2)cc1OC
  A = -2	B = 4	C = 7	D = 3	E = -2	F = -1.1	G = 4	H = -6	I = -1.0	J = -3
COC(=O)c1nc2n(n1)C(c1cccc(Cl)c1)C1=C(CCCC1=O)N2 (stereo unspecified)
  A = -4	B = 1	C = -27	D = -1	E = -3	F = 0.2	G = 1	H = 3	I = -0.8	J = -1
CCC1(CC)NC(=O)N(CC(=O)OCC(=O)c2cc(C)c(C)cc2C)C1=O
  A = 10	B = -1	C = 2	D = -6	E = -7	F = -0.7	G = 0	H = -4	I = 0.4	J = -5
CCOC(=O)C(C)n1cnc2c(nnn2Cc2ccc(Cl)cc2)c1=O (stereo unspecified)
  A = 4	B = 0	C = 21	D = -2	E = nt	F = -2.7	G = -8	H = 5	I = 5.8	J = -5
O=C(CN(Cc1ccc2c(c1)OCO2)C(=O)c1cnsn1)NC1CCCC1
  A = -6	B = -3	C = 1	D = -5	E = -1	F = -0.7	G = -2	H = -1	I = -1.2	J = -1
COc1ccccc1CNC(=O)COC(=O)Cc1c(Cl)cccc1Cl
  A = -3	B = -14	C = 30	D = 2	E = -1	F = -1.8	G = nt	H = -3	I = -1.4	J = 2
Cc1ccc(C2C(C#N)=C(N)Oc3n[nH]c(-c4ccccc4)c32)o1 (stereo unspecified)
  A = 2	B = 7	C = -25	D = -13	E = -5	F = -1.6	G = 0	H = -7	I = 0.3	J = 6
COc1cccc(C(=O)Nc2ccc(NC(=O)C(C)C)nc2)c1
  A = -18	B = 0	C = 1	D = -1	E = -4	F = nt	G = 0	H = 3	I = 1.0	J = -5
